Assay outcomes as filed in PubChem BioAssay.
MCF10A rereplic: induces DNA re-replication in MCF 10a normal breast cells. Potency, µM (titrated, usually from 46.1 µM), without a hit: at the highest dose activity, positive = re-replication, actives largely listed as activators. 2.9% of 350,000 active. MCF 10A DNA re-replication, Hoechst nuclear intensity, 48 h; also: potency is read from the fitted curve at half-maximal effect; % of control where 0% means no effect; nearly all actives have a fitted effect of over 50% in size
WRN inhibitor: inhibitors of human WRN helicase; Q14191; WRN helicase unwinding, fluorescent forked duplex, kinetic; Potency, µM (top dose mostly 114 µM), for the others: at the highest dose activity change, negative = inhibition, actives largely listed as inhibitors; 0.46% of 360,000 active; AID 651768; also: potency is read from the fitted curve at half-maximal effect; % is scaled to controls: 0 for no effect and ±100 for the full control effect; nearly all actives have a fitted effect of over 55% in size
Target sequence (Q14191 whole entry, looked up): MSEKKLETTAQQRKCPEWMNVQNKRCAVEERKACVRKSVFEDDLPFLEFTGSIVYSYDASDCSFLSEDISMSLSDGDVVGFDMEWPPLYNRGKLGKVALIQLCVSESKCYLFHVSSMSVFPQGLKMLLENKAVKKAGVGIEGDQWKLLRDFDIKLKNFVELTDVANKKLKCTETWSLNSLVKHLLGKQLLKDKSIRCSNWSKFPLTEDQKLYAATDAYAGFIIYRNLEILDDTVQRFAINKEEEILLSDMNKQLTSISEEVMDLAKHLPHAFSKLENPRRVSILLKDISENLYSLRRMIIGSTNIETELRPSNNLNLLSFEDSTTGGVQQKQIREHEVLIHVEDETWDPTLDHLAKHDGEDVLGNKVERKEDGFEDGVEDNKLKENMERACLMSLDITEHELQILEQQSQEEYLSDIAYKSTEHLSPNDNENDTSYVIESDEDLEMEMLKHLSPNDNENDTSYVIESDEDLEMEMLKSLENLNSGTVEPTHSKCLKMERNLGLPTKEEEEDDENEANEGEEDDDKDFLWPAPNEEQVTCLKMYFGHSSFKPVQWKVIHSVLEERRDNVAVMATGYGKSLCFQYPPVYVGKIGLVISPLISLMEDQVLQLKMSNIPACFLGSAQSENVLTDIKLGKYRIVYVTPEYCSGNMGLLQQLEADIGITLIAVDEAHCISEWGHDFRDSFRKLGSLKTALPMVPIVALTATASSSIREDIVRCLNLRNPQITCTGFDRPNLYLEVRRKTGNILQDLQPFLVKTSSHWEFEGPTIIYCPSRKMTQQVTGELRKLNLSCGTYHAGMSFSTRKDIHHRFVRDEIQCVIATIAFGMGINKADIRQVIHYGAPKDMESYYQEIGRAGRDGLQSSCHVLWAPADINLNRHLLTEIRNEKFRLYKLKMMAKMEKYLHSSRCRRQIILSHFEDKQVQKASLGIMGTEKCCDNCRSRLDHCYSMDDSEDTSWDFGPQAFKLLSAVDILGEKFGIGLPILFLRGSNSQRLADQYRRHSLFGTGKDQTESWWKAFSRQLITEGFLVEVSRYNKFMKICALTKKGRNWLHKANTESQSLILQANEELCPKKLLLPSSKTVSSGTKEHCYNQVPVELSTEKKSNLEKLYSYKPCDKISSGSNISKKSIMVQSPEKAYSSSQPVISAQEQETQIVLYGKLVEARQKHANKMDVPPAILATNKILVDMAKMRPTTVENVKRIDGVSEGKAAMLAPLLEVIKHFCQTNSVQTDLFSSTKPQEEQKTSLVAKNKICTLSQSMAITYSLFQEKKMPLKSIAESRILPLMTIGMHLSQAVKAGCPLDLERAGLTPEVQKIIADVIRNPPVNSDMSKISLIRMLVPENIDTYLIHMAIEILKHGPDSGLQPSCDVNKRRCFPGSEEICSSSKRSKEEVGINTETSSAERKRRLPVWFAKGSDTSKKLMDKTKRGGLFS
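Kinetic fluorescence helicase assay: unwinding of a quenched forked DNA duplex (100 nM final) with 2 mM ATP final raises red fluorescence (525/598 nm). Compounds sat 15 min at room temperature with 20 nM WRN beforehand.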
HT1080 IDH1KD tx: kills HT-1080 cells with IDH1 knockdown; HT-1080 IDH1 knockdown viability, ATP luminescence, 48 h; Potency, µM (titrated, usually from 46.1 µM), for inactives: at the highest dose activity, negative = toxicity, actives largely listed as cytotoxic; 2% of 360,000 active; AID 686971;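 also: potency is read from the fitted curve at half-maximal effect; 0% = DMSO wells and -100% = cell-free medium wells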
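Using the IDH1-knockdown HT-1080 line run in the same batch and compound series as the NT line, viability after 48 h at 37 °C was determined by CellTiter-Glo luminescence and expressed as % activity.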
KB-3-1 cytotox: KB-3-1 parental cell cytotoxicity. KB-3-1 viability, CellTiter-Glo ATP luminescence, 72 h. Potency, µM (doses to about 46.1 µM), inactives show at the top dose activity change, negative = cytotoxic, hits mostly cytotoxic. 1.4% of 400,000 active. AID 1347075; also: potency is read from the fitted curve at half-maximal effect; % is scaled to controls: 0 for no effect and ±100 for the full control effect; nearly all actives have a fitted effect of over 60% in size
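72 h, 37 °C compound treatment of KB-3-1 parental cells; CellTiter-Glo added, 10 min, luminescence read. Data corrected against DMSO-only plates and normalized before curve fitting.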
SW480 rereplic: inducers of DNA re-replication in SW480 colon cancer cells; SW480 DNA re-replication, Hoechst DNA content imaging, 48 h; Potency, µM (top dose mostly 46.1 µM), inactives show at the top dose re-replication activation, actives largely listed as activators; 1.8% of 340,000 active; also: potency is read from the fitted curve at half-maximal effect; % of control where 0% means no effect; nearly all actives have a fitted effect of over 55% in size
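Per well, 250 cells were exposed to pinned compound for 48 hr. Nuclear DNA was visualised with Hoechst (40 min, 37 C) and total object intensity recorded by fluorescence scanning.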
ATXN2 expr inh: reduces ATXN2 reporter expression in HEK-293 cells; HEK-293 ATXN2-luciferase reporter, luminescence, 24 h; Potency, µM (highest dose often 57 µM), inactives show at the top dose activity change, negative = inhibition, actives largely listed as inhibitors; 0.72% of 360,000 active; AID 1745845; also: potency is read from the fitted curve at half-maximal effect; % is scaled to controls: 0 for no effect and ±100 for the full control effect; nearly all actives have a fitted effect of over 55% in size
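qHTS (up to 57 uM final) was run with 24 h compound exposure of reporter cells at 37 °C. Each well was multiplexed: SteadyGlo luminescence measured ATXN2-luciferase expression after a fluorogenic Gly-Phe-AFC viability readout (25 uM final).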
KB-V1 cytotox: KB-V1 MDR subline cytotoxicity; KB-V1 MDR cells viability, CellTiter-Glo, 72 h; Potency, µM (highest dose often 46.1 µM), for inactives: at the highest dose activity change, negative = cytotoxicity, hits mostly cytotoxic; 3.4% of 400,000 active; AID 1347076; also: potency is read from the fitted curve at half-maximal effect; % is scaled to controls: 0 for no effect and ±100 for the full control effect; nearly all actives have a fitted effect of over 60% in size
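qHTS viability screen in drug-selected KB-V1 MDR cells: 72 h compound treatment at 37 degrees C, ATP luminescence end point.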
IL-1B inflam inh: inflammasome signaling inhibition, IL-1 beta readout; THP-1 LPS/ATP IL-1B secretion, AlphaLISA, 16 h; stronger effect = lower value; 4.7% of 360,000 active; activity change, % at 57.5 µM; AID 743279; in the data active = activity change below about -50%; inconclusive = mostly about -30% to -49%; also: % is scaled to controls: 0 for no effect and ±100 for the full control effect
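THP-1 cells pretreated 1 hr with compounds (up to 57.5 uM final), then stimulated with LPS (250 ng/mL final) plus ATP (1.25 mM final); secreted IL-1B measured by AlphaLISA after 16 hr, decreased signal indicating inhibition.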
HT1080-NT tox: kills 2HG-producing HT-1080-NT fibrosarcoma cells; AID 686970; Potency, µM (titrated, usually from 46.1 µM), for inactives: top-dose activity, negative = less viability, hits mostly cytotoxic; HT-1080-NT fibrosarcoma viability, CellTiter-Glo ATP luminescence, 48 h; 1.6% of 360,000 active;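 also: NT is the 2HG producing partner of a matched IDH1 knockdown line; potency is read from the fitted curve at half-maximal effect; 0% = DMSO-treated cells and -100% = media-only wells without cells; nearly all actives have a fitted effect of over 55% in size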
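750 cells/well, RPMI + 5% FBS; 2 h settle, compound pin-transfer, 48 h at 37 degrees C. CellTiter-Glo 10 min RT, luminescence. Normalized to DMSO and media-only wells.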
* hit, by the source's call; ? = inconclusive; . = not tested or not shown; [ ] = another dose, or the depositor's remark. Unless noted, calls follow the shape of the dose curve; as a rule, active = well fitted curve in the direction sought with a large enough effect; inconclusive = small, poorly fitted or top-dose-only effect, or another doubt; inactive = no such curve, though single readings can be large; an effect the other way counts as inactive or inconclusive.

SMILES | MCF10A rereplic | WRN inhibitor | HT1080 IDH1KD tx | KB-3-1 cytotox | SW480 rereplic | ATXN2 expr inh | KB-V1 cytotox | IL-1B inflam inh | HT1080-NT tox
CCOc1ccc(OCC)c2sc(C)nc12 | 9% | 7% | -4% | 3% | -4% | -11% | 0% | 33 | 1%
COc1ccc(OC)c(CN2CCN(C(=O)c3ccc(S(=O)(=O)Nc4ccccc4F)cc3)CC2)c1 | 1% | -7% | -7% | -12% | -1% | -8% | -6% | 25 | 1%
Fc1ccc(C2c3cccn3CCN2C(=S)Nc2cccc(F)c2)cc1 (centres undefined) | 16% | -4% | ? | -10% | -1% | -10% | -15% | -9 | ?
Cc1cccnc1NC(=O)C1CCCN1S(=O)(=O)c1ccc(Cl)cc1 (centres undefined) | 13% | ? | -5% | 1% | 4% | -7% | ? | -2 | -6%
CCOC(=O)Cn1nc(C)c(NC(=O)c2ccc(Br)o2)c1C | 2% | -1% | 15% | -1% | -10% | 0% | -6% | 4 | 26%
CCOC(=O)/C=C/c1cc(F)ccc1O | . | -2% | 13% | -6% | . | . | -15% | -5 | 24%
CCO[C@H]1OC(C(=O)NC2CC2)=C[C@@H](c2ccc(Br)cc2)[C@@H]1CCCO | 3% | 8% | -2% | -3% | -4% | -17% | 7% | -3 | -2%
COC(=O)c1cc2occc2n1CC(=O)N(C)C1CCCCC1 | 0% | -7% | 0% | -8% | -4% | -8% | -12% | -9 | 8%
CCN(CC)S(=O)(=O)c1ccc(OC(C)C)nc1 | 16% | -4% | 6% | -7% | -11% | -3% | 4% | -1 | 19%
COC(=O)Nc1cc(C)nc2ccccc12 | 0% | 5% | -2% | 2% | -5% | -10% | 26% | 15 | -6%
O=C(NC(=S)Nc1nc(-c2cccc3ccccc23)cs1)c1cc2ccccc2o1 | -2% | -4% | 5% | ? | 2% | -11% | ? | 15 | 11%
COc1ccc(-c2cn[nH]c2-c2ccc(OCC(=O)NN)cc2O)cc1OC | -2% | 9% | -25% | 8% | -2% | 10% | 2% | 23 | ?
CNc1snc(C)c1C(=O)OC(C)C(=O)Nc1cccc(C)c1 (centres undefined) | 5% | 5% | -4% | -18% | -13% | -11% | ? | -7 | 1%
Cc1cc(C)nc(SCC(=O)Nc2ccc(N3CCOCC3)cc2)n1 | -2% | -7% | 1% | 13% | 1% | -2% | 1% | 0 | -7%
CCNS(=O)(=O)c1ccc(NC(=O)Nc2ccc3c(c2)OCO3)cc1 | -14% | -8% | -11% | 0% | -6% | -13% | 18% | -20 | -12%
CN(C)CCCNC(=O)N1c2ccccc2Sc2ccccc21 | 5% | 11% | -2% | 8% | 5% | -18% | 0% | -28 | -2%
COc1ccccc1OCCn1nnc2ccccc21 | 5% | -19% | 12% | 29% | 4% | 32% | ? | -14 | 14%
O=C(CC1SC(N2CCOCC2)=NC1=O)Nc1ccccc1Cl (centres undefined) | 2% | 4% | 7% | 0% | -28% | -4% | -12% | 9 | 0%
COc1ccc(-c2c(C#Cc3ccsc3)c3cc(-c4ccc5cc[nH]c5c4)ccc3n2C)cc1 | 2.3µM* | 8% | -2% | 1% | ? | 20% | ? | 11 | 1%
O=C(Oc1ccc(Cl)c2cccnc12)N1CCCCCC1 | 2% | 8% | 0% | -12% | 3%[9.22 µM] | 14% | 0% | 1 | -17%
CC(=NCCc1c(C)[nH]c2ccc(OC(F)(F)F)cc12)C1=C(O)CC(c2ccccc2)CC1=O (centres undefined) | 8.2µM* | -4% | ? | 4.6µM* | 8.2µM* | -38% | ? | -12 | ?
CCC(C(=O)N1CCN(S(=O)(=O)c2ccc(F)cc2)CC1)c1ccccc1 (centres undefined) | 4% | 5% | -4% | -2% | 6% | . | -8% | 3 | 10%
COC(=O)C1=C(Nc2cc(Cl)cc(Cl)c2)CSC1 | 1% | ? | 16% | 3% | -5% | -7% | -11% | -2 | 22%
CCOc1ccc2oc(-c3ccccc3)c(C(=O)N3CCN(C)CC3)c2c1 | 7% | -4% | -7% | -2% | -2% | -20% | ? | -11 | -9%
O=C(O)C1CC=CCC1C(=O)NNc1ccccc1 (centres undefined) | 20% | 2% | -23% | 9% | 1% | -26% | 18% | 28 | ?

More compounds:
SMILES | MCF10A rereplic | WRN inhibitor | HT1080 IDH1KD tx | KB-3-1 cytotox | SW480 rereplic | ATXN2 expr inh | KB-V1 cytotox | IL-1B inflam inh | HT1080-NT tox
Cn1cccc1C(=O)NC(=O)COC(=O)CC12CC3CC(CC(C3)C1)C2 | -1% | -4% | 3% | -3% | 0% | 6% | ? | 10 | -1%
CC(C)(C)NS(=O)(=O)c1ccc(OCC(=O)NCC2CCCO2)cc1 (centres undefined) | -1% | -4% | 12% | 2% | ? | 29% | 28% | 0 | 12%
O=C(Nc1ccc(Cl)cc1)c1cccc(S(=O)(=O)Nc2ccccn2)c1 | 0% | -28% | 0% | -18% | -9% | -4% | 1% | 0 | -14%
Cn1c(Cc2ccccc2)nnc1SCC(=O)NC1CCCCC1 | 0% | -3% | 3% | -7% | -2%[9.22 µM] | 9% | -1% | 24 | 6%
Cc1ccc(NS(=O)(=O)c2ccccc2F)cc1S(=O)(=O)N1CCCCCC1 | ? | -7% | 1% | 5% | -1% | 2% | -17% | 10 | -1%
CN(C)c1ccc(Nc2ccc([N+](=O)[O-])cn2)cc1 | 4% | 6% | 0% | -3% | ? | 39%[activator] | 0% | -6 | -2%
CCOC(=O)C1(C)CCN1C(=O)c1cncc(Br)c1 (centres undefined) | . | 1% | 4% | 0% | . | 3% | 0% | 0 | 29%
O=C(NC12CC3CC(CC(C3)C1)C2)N1CCC(O)(c2ccc3c(c2)OCO3)CC1 | 12% | -8% | 9% | 0% | 0% | 4% | -19% | -11 | -4%
Cc1csc(=O)n1CCC(=O)OCC(=O)Nc1ccc(C(N)=O)cc1 | -3% | -7% | -6% | -3% | -3% | 3% | 8% | 7 | 2%
CCOCC(=O)Nc1ccc([N+](=O)[O-])cc1OC | 0% | -19% | -4% | 6% | 6% | 8%[11.3 µM] | ? | -62* | -7%
CCn1c(/N=C/c2c[nH]c3ccccc23)nc2ccccc21 | 4% | -18% | ? | 2% | 1% | -23% | -3% | 21 | 24%
CC(NC(=O)COC(=O)CN1C(=O)NC2(CCCC2)C1=O)c1ccc(F)cc1 (centres undefined) | 2% | 4% | 0% | 0% | -3% | 4% | 14% | 11 | 1%
Cc1cccc(N2CC(C(=O)Nc3ccc(S(=O)(=O)Nc4nccs4)cc3)CC2=O)c1C (centres undefined) | -1% | -1% | 17% | 11% | 0% | -1% | -3% | 2 | 18%
COC(=O)/C(=C/c1ccco1)NC(=O)c1ccc(Br)o1 | ? | 2% | 26% | 0% | -4% | -9% | 6% | 11 | 13%
COc1ccc(CC(=O)NCc2ccc(-n3cccc3)cc2)cc1OC | 5.8µM* | 12% | 1.8µM* | 4.1µM* | 5.2µM* | -24% | 8.2µM* | 21 | 4.6µM*
FC(F)(F)c1cccc(CN2CCC(c3cc(-c4cccs4)n[nH]3)CC2)c1 | 13µM* | -11% | 5.2µM* | ? | ? | ? | ? | -217* | 7.3µM*
COc1ccc(/C=C/C(=O)c2ccc([N+](=O)[O-])o2)cc1 | 2.3µM* | -10% | 18µM* | 18µM* | 12µM* | ? | ? | -14 | ?
O=C(COC(=O)Cn1cnc2ccccc21)Nc1ccc(Br)cc1 | . | -8% | -2% | 2% | . | . | 20% | 3 | 9%
C#CCNC(=O)C1=C[C@@H](C2CCCCC2)C[C@@H](OCc2ccc(CO)cc2)O1 | ? | 4% | -28% | -15% | -2% | 2% | 8% | 4 | 0%
O=C(N/C(=C/C=C/c1ccccc1)C(=O)N1CCOCC1)c1ccccc1Cl | 13% | 0% | -8% | -1% | 0% | -3% | -14% | 11 | 0%
CN(C(=O)C1CC1)c1ccccc1 | . | 1% | 11% | -1% | . | . | 24% | -17 | 2%
CC1(C)CC(=O)c2cc(OCC(=O)NCCN3CCCc4ccccc43)ccc2O1 | ? | -1% | 0% | 0% | -1% | -6% | -3% | 14 | 7%
COc1ccc(-c2cc(C(=O)Nc3cc(S(=O)(=O)N4CCOCC4)ccc3N3CCOCC3)c3ccccc3n2)cc1 | 2.3µM* | 6% | -23% | -1% | -46%[inhibitor] | 2% | -25% | -17 | -19%
O=C(c1ccc(F)cc1)N1CCCC(C(=O)N2CCCCC2)C1 (centres undefined) | -3% | 3% | 3% | -2% | -4% | . | 2% | 12 | 2%
Cc1cc(C)nc(SC2c3cccc4cccc(c34)C2NS(=O)(=O)c2ccccc2)n1 (centres undefined) | 5% | -1% | -19% | ? | ? | -16% | ? | -3 | -9%
CC(=O)N(c1ccc2oc(=O)sc2c1)S(=O)(=O)c1ccc(C(=O)O)cc1 | -9% | ? | 0% | -2% | 1% | 19% | -2% | 12 | 1%
Cn1c(/N=C/c2cc(Cl)ccc2O)nc2ccccc21 | -6% | -8% | -7% | 3% | -10% | 36% | -1% | 35 | 9%
O=C(O)c1nn(CCOc2ccccc2F)c(=O)c2ccccc12 | -1% | -23% | -3% | 0% | 3% | -15% | 20% | -27 | -2%

An excerpt from above in order of their number in SW480 rereplic, falling:
smiles	SW480 rereplic
CCOCC(=O)Nc1ccc([N+](=O)[O-])cc1OC	6%
CC(=O)N(c1ccc2oc(=O)sc2c1)S(=O)(=O)c1ccc(C(=O)O)cc1	1%
O=C(NC12CC3CC(CC(C3)C1)C2)N1CCC(O)(c2ccc3c(c2)OCO3)CC1	0%
COC(=O)/C(=C/c1ccco1)NC(=O)c1ccc(Br)o1	-4%
